KCNQ1 pot: potentiators or activators of human KCNQ1 potassium channel | P51787 | CHO-K1 KCNQ1, thallium flux FluxOR fluorescence; stronger effect = higher value | B-score at 10 µM | 0.35% of 310,000 active | AID 2648;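 active means fluorescence ratio B-score, a plate-corrected score, at least three library SD, with initial intensity B-score within 5 SD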
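Medium – assay buffer, equal DMSO in all wells · Material – CHO-K1 cell line with stable KCNQ1 potassium channel expression · Signal – kinetic FluxOR thallium fluorescence, 10-s 1-Hz baseline, 110-s post-stimulus read · Compound – single concentration per compound, DMSO matched to controls · Schedule – 37 °C overnight plating, 90-min dark dye load, 20-min compound pretreatment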
PolyA inhibitor: inhibitors of polyadenylation in S. cerevisiae | AID 1875 | S. cerevisiae SKY197-pL101 polyadenylation reporter, beta-gal luminescence; efflux-impaired pdr1/pdr3 knockout yeast; score 100 = 6 SD above DMSO | calls only at 12 µM | 0.02% of 300,000 active;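 active means lowest replicate activity score at least 50, where 100 means six control SD above control mean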;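 further: yeast exposed to compound for 9 h at 30 °C; higher score means more reporter readthrough which indicates perturbed polyadenylation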
KCNK3 block: human KCNK3 channel inhibition, primary screen; O14649; CHO-KCNK3 thallium flux, FluxOR fluorescence; stronger effect = lower value; B-score at 10 µM; 0.84% of 340,000 active; AID 602410;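 active means B-score under library mean minus 4 SD, starting fluorescence ratio at most library mean plus 5 SD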;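 further: more negative B-score means stronger inhibition of thallium flux through KCNK3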
Target sequence (O14649 whole entry, looked up): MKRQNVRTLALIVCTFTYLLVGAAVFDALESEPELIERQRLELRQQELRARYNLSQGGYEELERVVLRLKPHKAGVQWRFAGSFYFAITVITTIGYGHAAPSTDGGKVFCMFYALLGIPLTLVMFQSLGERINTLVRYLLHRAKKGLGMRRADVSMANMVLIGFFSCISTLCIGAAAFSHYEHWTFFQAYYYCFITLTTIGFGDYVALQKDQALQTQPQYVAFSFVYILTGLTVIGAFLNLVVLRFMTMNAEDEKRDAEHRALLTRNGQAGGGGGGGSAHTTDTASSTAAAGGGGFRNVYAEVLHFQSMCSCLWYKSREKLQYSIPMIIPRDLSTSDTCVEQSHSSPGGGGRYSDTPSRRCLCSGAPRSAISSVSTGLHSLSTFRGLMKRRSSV
RGS4 pot: potentiators or activators of RGS4; HEK293 M3R/inducible RGS4, carbachol calcium flux Fluo4; stronger effect = lower value; B-score at 10 µM; 0.92% of 310,000 active; AID 463111;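 active means B-score of the integrated calcium signal more than 4 SD below the library mean, with starting fluorescence not abnormally high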;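 further: negative B-score means reduced calcium response which marks RGS4 activation or potentiation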
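Material: M3R-expressing HEK293 line, RGS4 induced by doxycycline | Schedule: Overnight RGS4 induction, 30 min dye load 37 °C, 20 min compound RT | Measured by: Fluo4 fluorescence kinetic imaging of calcium | Read-out: Integrated calcium ratio converted to B score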
KCNQ1 inh: blocks the human KCNQ1 potassium channel. P51787. CHO-K1 KCNQ1, FluxOR thallium flux fluorescence; stronger effect = higher value. B-score at 10 µM. 1.3% of 310,000 active;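 active means compounds whose thallium flux B-score, printed positive for inhibition, exceeds three library SD while starting fluorescence stays within three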;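 further: channel opened by potassium depolarization with thallium stimulus after 20 min compound exposure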
GSK3A inh: blocks human GSK-3 alpha kinase | P49840 | ADP-Glo luminescence, 60 min | inhibition, % at 10 µM | 0.1% of 320,000 active | AID 2650;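 in the data active means inhibition above about 50%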;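 further: GST-tagged GSK-3 alpha with peptide substrate and 25 µM ATP; 0% = DMSO neutral wells and 100% = GW8510 positive control wells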
KCNK9 inh: human KCNK9 channel inhibition; Q9NPC2; HEK293 KCNK9, FluxOR thallium flux fluorescence; stronger effect = lower value; B-score at 10 µM; 1.2% of 310,000 active;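 active means ratio B-score over 3 SD below the library mean, with starting fluorescence within 5 SD of its mean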;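 further: negative B-score means less thallium flux so channel inhibition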
RGS4 block: inhibitors of human RGS4; P49798; HEK293 M3R/RGS4 inducible, Fluo-4 calcium flux; stronger effect = higher value; triggered by carbachol at its EC20; B-score at 10 µM; 0.45% of 310,000 active; AID 463165;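 active means B-score, a plate-corrected calcium signal, over three deviations above library mean, with baseline fluorescence within five deviations of library mean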;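 further: RGS4 expression induced by doxycycline in cells with stable M3 receptor; B-score is computed from the integrated fluorescence ratio over baseline after carbachol; higher B-score means a larger calcium signal and so more RGS4 inhibition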
Target sequence (P49798 whole entry, looked up): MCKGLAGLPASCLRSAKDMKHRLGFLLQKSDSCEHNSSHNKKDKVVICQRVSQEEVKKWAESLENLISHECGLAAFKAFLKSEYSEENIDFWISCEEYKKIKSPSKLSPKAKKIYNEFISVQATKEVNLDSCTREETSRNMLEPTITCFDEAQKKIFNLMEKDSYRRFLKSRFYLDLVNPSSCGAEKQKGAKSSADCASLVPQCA
GSK3B inh: human GSK3beta kinase inhibition | P49841 | GST-GSK3beta kinase, ADP-Glo luminescence, 60 min; stronger effect = lower value | activity score (negative = inhibition), % at 10 µM | 0.038% of 300,000 active;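 active means more than half of replicate wells score below -50%, meaning over 50% inhibition versus plate controls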;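 further: 0% = median DMSO wells and -100% = median GW8510 positive control wells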
Target sequence (P49841 whole entry, looked up): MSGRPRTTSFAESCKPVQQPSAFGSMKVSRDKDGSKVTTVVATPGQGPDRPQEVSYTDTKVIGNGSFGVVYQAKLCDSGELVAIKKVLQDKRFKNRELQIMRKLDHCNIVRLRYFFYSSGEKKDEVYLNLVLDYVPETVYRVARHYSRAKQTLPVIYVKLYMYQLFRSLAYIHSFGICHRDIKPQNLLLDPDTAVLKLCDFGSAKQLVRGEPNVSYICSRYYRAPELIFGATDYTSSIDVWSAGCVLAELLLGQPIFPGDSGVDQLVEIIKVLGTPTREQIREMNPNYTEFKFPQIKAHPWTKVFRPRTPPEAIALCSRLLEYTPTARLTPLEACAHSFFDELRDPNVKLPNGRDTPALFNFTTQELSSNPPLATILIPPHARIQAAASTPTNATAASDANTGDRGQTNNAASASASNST
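Test system: GST-tagged human GSK3beta kinase, cell-free; evaluation: activity score scaled between in-plate DMSO and GW8510 controls; measured by: ADP-Glo luminescence; incubation: 60 min reaction, RT; benchmarks: DMSO and 20 µM GW8510; reagent: peptide substrate plus 25 µM ATP (final); medium: Tris/MgCl2 kinase buffer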
hERG protect: compounds protecting human hERG from proarrhythmic drug block; CHO-hERG, FluxOR thallium flux, dofetilide IC70 present; 0.51% of 310,000 active; activation (rescue from dofetilide block), less the hit threshold, % at 10 µM; Q12809; AID 1511;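 active means activation above the mean of controls blocked by dofetilide plus 5 SD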;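 further: thallium influx through hERG after potassium depolarization seen as dye fluorescence rise; in these data hits start at about 4.7%; inactives centre near -7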
DYRK1A inh: inhibitors of rat Dyrk1A kinase. inhibition, % at 12.5 µM. ADP-Glo luminescence, NFATc1 peptide. AID 504441. 0.43% of 310,000 active. Q63470; in the data active means inhibition above about 50%;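 further: plate controls were vehicle with enzyme for no effect and no enzyme for full effect; many of its hits are not listed in these tables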
* hit, by the source's call; i = inactive; . = not tested or not shown; & = joins results of further samples. This is a subset; rates above refer to the full screens.

SMILES	KCNQ1 pot	PolyA inhibitor	KCNK3 block	RGS4 pot	KCNQ1 inh	GSK3A inh	KCNK9 inh	RGS4 block	GSK3B inh	hERG protect	DYRK1A inh
CCOC(=O)N1CCN(C(=O)C2CCN(S(=O)(=O)CC)CC2)CC1	i	i	i	i	i	0	i	i	0	-4	-2
COc1ccc(OC)c(CCNC(=O)C(C)n2nc(C)c3c(C)n(-c4ccccc4)nc3c2=O)c1 (stereo not drawn)	i	i	i	i	i	-1	i	i	0	-8	-3
COc1cc(C(=O)N2CCN(C(=O)c3ccccc3)CC2)cc(OC)c1OC	i	.	i	i	i	-5	i	i	1	-7	1
Nc1ccccc1-c1nc2ccccc2c(=O)o1	i	i	i	i	i	1	i	i	-1	-8	-1
CCC(NC(=O)CNC(=O)CNC(=O)c1ccc(Cl)cc1Cl)c1ccc(C)cc1 (stereo not drawn)	i	i	i	i	i	-3	i	i	-4	-10	6
Cc1ccnc(NC(=O)c2cccc(S(=O)(=O)N3CCN(c4ccccc4)CC3)c2)c1	i	i	i	i	i	-2	i	i	2	-10	60*
O=C(CCc1ccc(S(=O)(=O)NC2CCCCC2)cc1)N(Cc1ccccc1)Cc1ccccc1	i	i	i	i	i	-2	i	i	-1	-4	-8
CN(C)CCOc1ccc(C(C)(C)c2ccccc2)cc1	i	i	i	i	i	-5	i	i	-2	-11	.
C/C(=N\NC(=O)c1cc(C)nc2ccccc12)c1cccs1	i	i	i	i	i	-2	i	i	2	-16	0
c1cncc(-c2nnc3sc(C4CCCCC4)nn23)c1	i	i	i	i	i	2	i	i	-1	-13	24
CCOC(=O)c1cc2sccc2n1CC(=O)Nc1ccc(OC)cc1	i	i	i	i	i	-1	i	i	1	-10	5
NC(=O)c1ccc(N2CCC(C(N)=O)CC2)c([N+](=O)[O-])c1	i	i	i	i	i	-2	i	i	0	-10	4
CCOc1ccc2c(C)cc(=O)oc2c1OCC	i	i	i	i	i	.	i	i	6	-4	9
COc1cc(C(=O)Nc2cc(-c3nc4cc(C)ccc4o3)ccc2C)cc(OC)c1OC	i	i	i	i	i	0	i	i	1	-6	-2
CCn1nc(C)c(CN2CCC(n3nccc3NC(=O)Cc3ccccc3)CC2)c1C	i	i	i	i	i	-2	i	i	2	-8	4
COCCn1nnnc1C(c1ccccn1)N1CCN(c2cccc(C)c2C)CC1 (stereo not drawn)	i	i	i	i	i	-1	i	i	1	-10	-7
CCOC(=O)c1c(N)sc(-c2ccccc2)c1C	i	i	i	i	i	-3	i	i	-2	-10	0
CCCCn1c(SCC(=O)N2CC(C)CC(C)C2)nc2cc(S(N)(=O)=O)ccc21 (stereo not drawn)	i	i	i	i	i	-8	i	i	1	-14	2
COc1ccc(CNCCC(c2ccc(F)cc2)c2ccc(OC)cc2)cc1 (stereo not drawn)	i	i	i	i	7*	0	i	i	-27	-22	2
CCOc1ccccc1N(CC(=O)Nc1ccc2c(c1)OCCO2)S(C)(=O)=O	i	i	i	i	i	1	i	i	3	-8	6

Complete entries from above. Order of screens: KCNQ1 pot	PolyA inhibitor	KCNK3 block	RGS4 pot	KCNQ1 inh	GSK3A inh	KCNK9 inh	RGS4 block	GSK3B inh	hERG protect	DYRK1A inh
CCn1nc(C)c(CN2CCC(n3nccc3NC(=O)Cc3ccccc3)CC2)c1C is listed with i	i	i	i	i	-2	i	i	2	-8	4
CCC(NC(=O)CNC(=O)CNC(=O)c1ccc(Cl)cc1Cl)c1ccc(C)cc1 (stereo not drawn) is listed with i	i	i	i	i	-3	i	i	-4	-10	6
CCOc1ccc2c(C)cc(=O)oc2c1OCC is listed with i	i	i	i	i	.	i	i	6	-4	9
COc1cc(C(=O)N2CCN(C(=O)c3ccccc3)CC2)cc(OC)c1OC is listed with i	.	i	i	i	-5	i	i	1	-7	1
CN(C)CCOc1ccc(C(C)(C)c2ccccc2)cc1 is listed with i	i	i	i	i	-5	i	i	-2	-11	.

Following part.
SMILES	KCNQ1 pot	PolyA inhibitor	KCNK3 block	RGS4 pot	KCNQ1 inh	GSK3A inh	KCNK9 inh	RGS4 block	GSK3B inh	hERG protect	DYRK1A inh
C/C(N)=C(/C#N)C(=O)CSc1nc2ccccc2[nH]1	i	i	i	i	i	4	i	i	3	-5	7
Cc1cc(Br)c2[nH]c3c(c2c1)CCCC3=O	i	i	i	i	i	8	i	i	1	-9	5
Cc1[nH]c2ccccc2c1/C=C(\C#N)C(=O)NCC1CCCO1 (stereo not drawn)	i	.	i	i	i	1	i	i	-2	-10	-1
CCOc1ccc(OCCSc2nc(C)cc(=O)[nH]2)cc1	i	i	i	i	i	3	i	i	-1	-1	6
CC(OC(=O)Cc1ccsc1)C(=O)Nc1ccc(Cl)cn1 (stereo not drawn)	i	i	i	i	i	6	i	i	-4	-13	7
O=S(=O)(Nc1cccc(CCc2ccccn2)c1)c1cc(Cl)ccc1Cl	i	i	i	i	i	-2	i	i	0	-6	3
CCOC(=O)C1(Cc2cccc(OC)c2)CCCN(C(=O)CCN2CCCO2)C1 (stereo not drawn)	i	i	i	i	i	0	i	i	1	-10	0
CSc1nc(Sc2ccccc2)c2ccccc2n1	i	i	i	i	i	-2	i	i	0	-11	6
O=C(Nc1ccc(OCC(=O)N2CCOCC2)cc1)c1ccccc1F	i	i	i	i	i	-2	i	i	1	-5	-6
COc1ccccc1NC(=O)COC(=O)[C@@H]1CCCN1C(=O)c1cccs1	i	i	i	i	i	2	i	i	2	-10	-2
CN1CCN(C(=O)c2c(O)c3cccc4c3n(c2=O)CCC4)CC1	i	i	i	i	i	.	i	i	-1	-7	5
O=S(=O)(NCc1ccc2c(c1)OCO2)c1cccc2nsnc12	i	.	i	i	i	2	i	i	3	-4	-8
O=C(CSc1nnc(-c2ccco2)o1)N1CCN(c2ccccc2)CC1	i	i	i	i	i	-1	i	i	-2	-3	1
Nc1c(C(=O)Nc2ccccc2)sc2nc(-c3cccnc3)ccc12	i	i	.	i	i	-1	i	i	-1	-9	.
CCOC(=O)c1ccc(Oc2coc3cc(O)ccc3c2=O)cc1	i	i	i	i	i	-1	i	i	-1	1	-1
Cc1cccc2cc(C#N)c(NCCNC(=O)COc3ccccc3)nc12	i	i	i	i	i	-1	i	i	2	-19	2
N#CC1=C(N)C(C#N)(C#N)C(c2cccnc2)C2CC(c3ccccc3)CC=C12 (stereo not drawn)	i	i	i	i	i	-6	i	i	-2	-5	6
COc1cc(OC)cc(C(=O)Nc2ccc(S(=O)(=O)N3CCOCC3)cc2)c1	i	i	i	i	i	2	i	i	2	-10	5
CC(OC(=O)Cn1[nH]c(=O)c2ccccc2c1=O)C(=O)Nc1ccc(F)cc1 (stereo not drawn)	i	i	i	i	i	-4	i	i	2	-14	6
CCOC(=O)C1=C(C)Nc2ncnn2C1c1ccc(N(C)C)cc1 (stereo not drawn)	i	i	i	i	i	7	i	i	1	-13	-3&-9
CC(C)NC(=O)C(=O)NNC(=O)CCc1ccccc1	i	i	i	i	i	-1	i	i	-4	-6	3
O=[N+]([O-])c1cccc(S(=O)(=O)N2CCN(S(=O)(=O)N3CCCCCC3)CC2)c1	i	i	i	i	i	-4	i	i	-1	-5	-5
COc1ccc(-c2nnn(CC(=O)N(c3cccc(O)c3)C(C)C(=O)NC3CCCC3)n2)cc1OC (stereo not drawn)	i	i	i	i	i	-1	i	i	4	-16	-1
c1csc(-c2noc(CN3CCN4CCCC4C3)n2)c1 (stereo not drawn)	i	i	i	i	i	.	i	i	2	-9	-23
NC(=O)COC(=O)CC(NC(N)=O)c1ccc(Cl)cc1 (stereo not drawn)	i	i	i	i	i	0	i	i	2	-6	-5
CC(=O)Nc1ccc(SCC(=O)c2cc(C)ccc2C)cc1	i	i	i	i	i	1	i	i	.	-10	1
O=C(Oc1ccc(Cl)cc1)c1ccc(COC(=O)c2cnccn2)cc1	i	i	i	i	i	-2	i	i	2	-4	-7
CC(NCCOCCOc1ccccc1)c1ccccc1 (stereo not drawn)	i	i	i	i	i	0	i	i	-2	-3	-3
COC(=O)c1ccc(NC(=O)Cc2ccc(F)cc2)cc1	i	i	i	i	i	-1	i	i	3	-14	.
CC1CCN(Cc2nnnn2CCCC(=O)NC(c2ccccn2)C(F)(F)F)CC1 (stereo not drawn)	i	i	i	i	i	-1	i	i	1	-9	-4
CCn1c(CC(=O)Nc2ccc(C)c(Cl)c2)nnc1SCCOc1ccc(OC)cc1	i	i	i	i	i	-5	i	i	-2	-10	0
O=C(COC(=O)C1CCC(N2C(=O)C3C4CCC(C4)C3C2=O)CC1)c1ccc(F)cc1 (stereo not drawn)	i	i	i	i	i	0	i	i	-1	-6	-7
COc1ccc(OC)c(C(=O)Nc2ccc3[nH]ccc3c2)c1	i	i	i	i	i	2	i	i	-3	-7	-2
O=C(Nc1nc2ccccc2[nH]1)c1ccccc1OC(F)F	i	i	i	i	i	2	i	i	0	-2	6
Cc1ccc(CN2C(=O)CCC2C(=O)NCCCN2CCCC(C)C2)cc1 (stereo not drawn)	i	i	i	i	i	-3	i	i	-5	0	2
OC1(CNCc2ccccc2)C2CC3CC(C2)CC1C3 (stereo not drawn)	i	i	i	i	i	-1	i	i	-3	-12	6
C/C(=N\NS(=O)(=O)c1ccc(C)cc1)c1cccs1	i	i	i	i	i	-5	i	i	0	-3	-6
O=C(Nc1cccs1)OCCN1CCN(Cc2ccccc2)CCC1=O	i	i	i	i	i	3	i	i	-1	-7	2
CCCCc1c(CCC)c(=N)c2ccccc2n1C	i	i	i	i	i	-1	i	i	-1	-20	-3
O=C1CN(C(=O)CN2C(=O)NC3(CCCCC3)C2=O)c2ccccc2N1	i	i	i	i	i	-1	i	i	5	0	-7
Cc1n[nH]c(=O)c2c(NC(=O)CSc3ccc(F)cc3)oc(C)c12	i	i	i	i	i	2	i	i	-2	-14	11

High-throughput results as filed in PubChem BioAssay.
